Growth percent in the NCI-60 one-dose screen (48 h, 10 µM unless noted): 100 = growth as untreated, 0 = no growth, -100 = all killed.
LOX IMVI = LOX IMVI melanoma; 79,000 tested, 7.4% active; AID 1794757
M14 = M14 melanoma. 80,000 tested, 6.2% active. AID 1794745
HOP-92 = HOP-92 NSCLC cells; 71,000 tested, 6.3% active
EKVX = EKVX NSCLC; 71,000 tested, 3% active
SK-MEL-5 = SK-MEL-5 melanoma; 80,000 tested, 6.4% active
A549/ATCC = A549/ATCC NSCLC; 81,000 tested, 3.7% active; AID 1794740
HOP-62 = HOP-62 NSCLC. 80,000 tested, 3.9% active
CCRF-CEM = CCRF-CEM leukemia; 77,000 tested, 7% active
* marks the source's active call; other numbers are inactive results; . = not tested or not shown; & = joins results of further samples; [ ] = dose if it differs, or a comment. How the source made its calls: active means growth percent below 10; inactive means the rest.

Compound	A549/ATCC	CCRF-CEM	EKVX	SK-MEL-5	M14	HOP-62	HOP-92	LOX IMVI
O=C(Nc1ccccc1O)c1ccccc1	95.4	94.6	91.4	117.6	94.9	112.4	76.3	103.0
CCOC(=O)c1cc2c(n1Cc1cc(OC)cc(OC)c1)-c1nc(N)sc1CCC2	62.3	90.6	83.3	93.9	90.7	87.6	70.8	94.9
C=C1C(=O)O[C@H]2[C@H]1CC/C(C=Nc1c(N)cc(F)cc1Br)=C\CC[C@@]1(C)O[C@@H]21	78.8	7.7*	75.2	96.9	66.2	89.2	97.3	66.2
O=S(=O)(NO)c1ccc(Cl)cc1	78.3	99.5	95.1	98.8	104.4	101.2	102.2	108.7
NC(=O)c1ccccn1	99.0	97.0	.	97.7	99.0	105.8	.	100.0
CCOC(=O)c1c(C)nc2ccccc2c1/C=C/c1cccc(OC)c1	78.1	62.1	88.7	44.0	108.5	80.0	66.6	91.3
CC(C)=CCC(O)(c1ccccc1)c1nccs1 (stereo not drawn)	98.8	91.5	.	101.1	93.1	88.0	79.4	99.8
Cc1ccccc1-n1c(C)nc2cc(NC(=O)c3cccs3)ccc2c1=O	101.9	87.8	89.0	103.5	108.0	114.3	102.8	95.8
O=C1c2ccccc2OC=C(c2ccccc2)N1CCCCN1CCCCC1	46.8	43.9	39.5	84.5	68.0	38.1	40.2	54.5
COC(=O)c1nc(=S)[nH]c(C(=O)OC)c1C(=O)c1ccccc1	112.1	102.8	106.8	103.2	112.8	112.7	92.0	94.2
COc1cccc(-c2nn(-c3ccccc3)cc2-c2ccnc(NCCCNS(=O)(=O)c3ccc(C(F)(F)F)cc3)c2)c1	24.4	16.8	46.5	-54.2*	22.1	61.3	5.4*	36.0
CC(C)(C)NC(=O)CN(C(=O)c1ccccc1C(=O)NCc1ccco1)C(C)(C)C	79.5	95.5	103.5	101.6	97.8	99.9	100.2	94.9
NCCCN(CCCN)CCCNCc1c2ccccc2c(CNCCCN(CCCN)CCCN)c2ccccc12	95.2	101.7	89.4	98.6	98.8	87.2	95.9	99.8
C[Si](C)(CCl)O[Si](C)(C)CCl	103.0	112.0	110.0	108.8	99.2	96.5	79.1	96.4
Cc1ccc(N=C(Cl)/C=C/c2ccccc2)cc1	100.8	85.0	83.8	96.8	94.5	101.0	102.3	95.9
COc1cc2c(cc1OCCCCCn1c(-c3ccc(OCc4ccccc4)cc3)nc3cc(N4CCOCC4)ccc31)N=C[C@@H]1CCCN1C2=O	6.9*	8.0*	52.5	-66.7*	9.2*	20.0	.	-29.7*
NC(=O)C(=CNc1nc(-c2ccc(Cl)c(Cl)c2)cs1)C(N)=O	99.6	59.7	104.6	107.4	93.5	109.9	87.3	105.2
CCOP(=O)(OCC)c1nc(-c2ccccc2)oc1NCc1ccccc1Cl	94.3	99.9	95.2	97.0	112.2	105.7	95.4	96.4
O=c1[nH]c(Sc2sc3ccc(Cl)cc3c2CBr)nc(=S)[nH]1	39.8	18.0	40.2	35.1	27.6	28.2	1.7*	25.9
C#Cc1cccc(NC(=O)c2ccccc2N=C=S)c1	99.9[8.25 µM]	103.3[8.25 µM]	97.5[8.25 µM]	106.5[8.25 µM]	102.5[8.25 µM]	100.3[8.25 µM]	93.1[8.25 µM]	96.4[8.25 µM]
CC(C)=CCC/C(C)=C\C=N\NS(=O)(=O)c1ccc([N+](=O)[O-])cc1	94.7	94.4	95.7	101.9	105.0	110.2	111.8	99.7
NS(=O)(=O)c1ccc(NNC(=O)Nc2nc3ccccc3s2)cc1	97.7	93.2	81.6	97.0	93.5	89.4	89.1	93.2
O=C1/C(=C/c2cc(O)cc(O)c2)Oc2cc(O)ccc21	101.9	96.2	102.5	98.3	93.1	104.3	102.1	93.7
COc1ccc(/C(=C\c2ccc3c(c2)OCO3)C(=O)Nc2nc3ccc(N)cc3s2)cc1OC	100.1	.	97.3	98.4	92.8	91.3	98.5	96.8
Nc1nc(SCc2ccccc2Cl)c(-c2ccccc2)c(SCc2ccccc2Cl)n1	79.3	78.4	97.3	108.6	95.3	87.9	.	84.7
N#C/C(=C\c1cccc2c1OCO2)C(=O)Nc1sc2c(c1C#N)CCCC2	103.8	108.5	87.8	100.5	97.5	96.8	100.7	104.3
COc1ccc2c(c1)C(=O)/C(=C/c1cccc(OCC(=O)c3ccc([N+](=O)[O-])cc3)c1)CO2	23.7	-11.8*	75.6	15.8	8.1*	77.0	60.9	-100.0*
CCOC(=O)CCc1cccc(CCC(=O)OCC)n1	106.8	108.0	118.4	101.4	103.3	96.0	.	113.0
CCOCc1cnc(C)nc1N	104.8	81.6	123.8	106.2	108.2	102.7	104.8	107.6
CCN(CC)CCC(=O)c1ccc(OC)c2ccccc12	100.4	18.7	94.0	106.9	90.1	83.4	101.5	86.8
COc1cccc(C2=NN3C(C2)c2cc(Br)cc(OC)c2OC32CCN(Cc3ccccc3)CC2)c1 (stereo not drawn)	101.6	108.8	94.8	99.5	107.5	105.1	110.6	94.2
Cc1cn(-c2cc(NC(=O)c3ccc(C)c(-n4cc(-c5cnc6cccnn56)nn4)c3)cc(C(F)(F)F)c2)cn1	94.3	54.6	98.9	53.9	21.5	80.5	53.9	26.8
COc1ccc(NC(=O)Cn2c(/C=C/c3cccc(OC)c3)nc3ccccc3c2=O)cc1	12.8	89.4	79.6	92.7	61.2	-11.5*	3.7*	22.4
O=C1/C(=C/c2cccc(OCc3ccccc3)c2)Oc2cc(OCCN3CCCCC3)ccc21	79.5	53.8	87.6	78.6	88.6	89.4	46.9	32.1
COc1cc(/C=C2\C(=O)Nc3cc(Cl)ccc32)ccc1OCc1ccccn1	115.6	108.8	74.7	98.7	.	96.4	105.4	97.6
N#Cc1c(-c2cn(-c3ccccc3)nc2-c2ccc(OCc3ccccc3)cc2)cc(-c2ccc(Cl)cc2)[nH]c1=O	92.9	82.4	105.7	98.6	107.4	98.0	82.2	96.0
N#C/C(=C\c1ccc(Br)cc1)C(N)=O	101.3	105.9	103.2	101.4	103.7	103.8	114.2	101.0
COc1cc(N=C2C(=O)N(Cc3ccccc3)c3ccccc32)cc(OC)c1OC	102.8	29.5	101.3	94.2	98.2	101.2	35.6	86.9
CC(C)(C)Nc1c(-c2c(O)c3ccccc3oc2=O)nc2c(Cl)cc(C(F)(F)F)cn12	102.4	102.7	93.5	101.8	101.2	99.0	93.2	95.5
COc1ccc2c(c1)nc(NNC(=O)c1cnccn1)c1cccn12	24.6	11.7	22.2	26.4	8.3*	28.6	64.3	9.2*
CC/C(Cc1ccccc1)=C(\c1ccc(OCCN2CCOCC2)cc1)c1ccc(OC(=O)NCc2ccccc2)cc1	89.3	101.3	94.5	94.3	97.8	95.5	70.0	90.6
Brc1cc2c(cc1C1OCCCO1)OCO2	102.7	.	113.0	118.4	106.0	111.3	.	98.6
O=C1NC(=O)C(c2ccccc2)=C1Nc1ccc(C(=O)Nc2ccc(Cl)cc2)cc1	96.1	56.9	58.4	40.3	72.4	88.0	82.4	68.3
C#C[C@]1(O)CC[C@H]2[C@@H]3CCc4cc(O)cc(C)c4[C@H]3CC[C@@]21C	85.8	89.1	64.3	88.6	97.7	98.5	46.6	85.9
O=C(CN1CCN(C(=O)c2ccccc2)CC1)Nc1ccccc1SCc1ccccc1	83.4	.	72.3	56.9	79.4	89.6	71.4	73.9
OCc1cnccc1NCC1CCCCC1	99.6	93.5	103.1	100.8	98.1	95.2	95.9	99.8
O=C(/C=C/c1ccc(Cl)cc1)n1nc(-c2ccccc2)nc1-c1ccccc1	100.9	95.6	.	101.4	104.2	100.9	92.0	102.7
C#Cc1c(I)n(C2OC(CO[Si](C)(C)C(C)(C)C)C3OC(C)(C)OC32)c(=O)[nH]c1=O (stereo not drawn)	92.6	-29.7*	96.7	96.6	76.4	97.0	-80.9*	-80.6*
COc1cc(Br)cc2cc(C(=O)CSc3nnnn3-c3ccccc3)c(=O)oc12	80.6	92.9	103.9	101.8	101.0	89.4	97.4	108.5
O=c1cc(C2CCCCC2)[nH]c(=O)[nH]1	113.6	108.2	111.7	107.4	106.2	102.2	102.1	101.2
CC(=O)Nc1ccc(-c2cc3c(NCc4cccc(C)c4)ncnc3s2)cc1	81.8	88.1	72.4	.	.	79.2	66.3	78.5
O=C(CN1C(=O)/C(=C/c2ccc(F)cc2)SC1=S)N1CCOCC1	98.1	87.4	97.7	101.4	88.6	110.6	111.1	86.0
CN(C)c1ccc(/C=C(\C#N)c2nc3ccccc3c(=O)[nH]2)cc1	99.5	106.6	92.0	89.3	97.3	104.9	.	83.8
c1n[nH]cc1-c1nc2ccc3[nH]ncc3c2c2c1CCCC2	15.7	28.1	42.1	16.1	7.1*	14.7	.	18.8
CC1Cc2c(N(C)C)ncnc2N(C)c2ccccc21 (stereo not drawn)	94.4	109.0	81.4	103.1	105.0	89.6	94.0	104.0
Cc1ccncc1NC=O	102.1	103.9	100.8	100.6	96.4	108.9	.	104.1

(continued)
Compound	A549/ATCC	CCRF-CEM	EKVX	SK-MEL-5	M14	HOP-62	HOP-92	LOX IMVI
Brc1cc(Br)c2[nH]c(-c3ccccc3)cc2c1	94.6	95.1	.	91.2	92.4	95.5	.	94.0
O=C(c1ccccc1)n1cc(-c2nc3ccccc3[nH]2)c2cccnc21	100.1	125.4	91.6	98.0	101.7	.	80.4	93.6
COc1ccc(CCNC(=O)C(=O)[C@H](Cc2ccccc2)NC(=O)c2oc3cc(OC)ccc3c(=O)c2C)cc1	96.6	104.3	100.1	100.6	104.9	104.3	113.2	99.4
COc1cc(/C=C\c2cccnc2Nc2cc(OC)c(OC)c(OC)c2)cc(OC)c1OC	88.1	79.4	86.8	93.5	90.6	97.0	.	94.0
c1cncc(CNNc2ncnc3ccccc23)c1	112.9	102.6	98.6	101.0	105.3	113.1	114.6	90.0
NS(=O)(=O)c1ccc(NC(=O)CSc2ccc(-c3ccc(F)cc3)nn2)cc1	110.3	98.8	108.5	92.2	90.9	108.7	117.9	83.5
COC(=O)c1nccnc1N	98.2&91.9	103.0&95.7	100.1	101.4&97.5	108.6&113.7	125.5&112.8	103.3&95.0	103.4&102.1
O=C1N=c2ccccc2=C/C1=C\c1cc(-c2ccccc2)oc1O	102.7	101.1	89.3	99.9	93.9	93.9	75.7	90.6
Cc1nn(-c2ccccc2)c(Cl)c1C1CC(c2ccc(Cl)cc2)=NN1c1ccccc1 (stereo not drawn)	101.3	.	84.2	110.0	96.9	111.6	111.4	96.7
Cc1ccc(S(=O)(=O)N2CCCC3OCCCC3=C2c2ccc(-c3ccccc3)cc2)cc1 (stereo not drawn)	98.1	118.9	88.2	100.0	106.5	94.3	63.7	96.6
Cc1cc(N(CCO)c2ccccc2)nc(N)n1	74.5	91.8	105.1	103.8	97.9	104.8	102.2	100.5
COc1ccc(-c2sc3nc(-c4ccc(Cl)cc4)c(/C=C/c4ccc(F)cc4)n3c2-c2ccc(OC)cc2)cc1	100.2	101.1	.	103.4	95.9	97.4	105.1	95.9
O=C(NNC(=O)c1ccc(-n2cc(-c3ccccc3)nn2)cc1)Nc1cccc2ccccc12	102.7	103.2	101.8	99.7	90.9	101.9	109.6	95.4
COc1cc(-c2c3c(nn2-c2ccc(N)cc2)CCc2cnoc2-3)cc(OC)c1OC	86.6	92.1	92.1	83.7	103.6	95.8	.	96.1
CCOC(=O)C1=C(C(F)(F)F)NC(=O)NC1CN1C(=O)c2ccccc2C1=O (stereo not drawn)	115.1	-21.1*	104.5	110.6	.	.	60.8	110.8
N/C(=N\S(=O)(=O)c1ccccc1)Nc1nc2ccccc2s1	95.9	108.7	86.9	90.5	101.0	86.3	76.2	97.5
Cc1cc(Nc2ccccc2Br)nc(N)n1	97.8	97.0	93.4	96.2	90.8	104.6	93.9	92.6
N#Cc1c(-c2ccc(Cl)cc2)nc(SCc2ccc(F)cc2)[nH]c1=O	105.2	106.6	101.9	101.0	108.0	106.1	87.3	98.6

Bioassay records from PubChem.
